EPAC2 ag: EPAC2 (human) agonism. Q8WZA2. EPAC2 activation, biochemical qHTS; response scale: 100% = 6.5 mM cAMP response. Potency, µM (highest dose often 154 µM), without a hit: at the highest dose activation, most hits filed as activators. 360,000 compounds, 0.079% hits. AID 720711; also: potency is read from the fitted curve at half-maximal effect; nearly all actives have a fitted effect of over 50% in size
Target sequence (Q8WZA2 whole entry, looked up): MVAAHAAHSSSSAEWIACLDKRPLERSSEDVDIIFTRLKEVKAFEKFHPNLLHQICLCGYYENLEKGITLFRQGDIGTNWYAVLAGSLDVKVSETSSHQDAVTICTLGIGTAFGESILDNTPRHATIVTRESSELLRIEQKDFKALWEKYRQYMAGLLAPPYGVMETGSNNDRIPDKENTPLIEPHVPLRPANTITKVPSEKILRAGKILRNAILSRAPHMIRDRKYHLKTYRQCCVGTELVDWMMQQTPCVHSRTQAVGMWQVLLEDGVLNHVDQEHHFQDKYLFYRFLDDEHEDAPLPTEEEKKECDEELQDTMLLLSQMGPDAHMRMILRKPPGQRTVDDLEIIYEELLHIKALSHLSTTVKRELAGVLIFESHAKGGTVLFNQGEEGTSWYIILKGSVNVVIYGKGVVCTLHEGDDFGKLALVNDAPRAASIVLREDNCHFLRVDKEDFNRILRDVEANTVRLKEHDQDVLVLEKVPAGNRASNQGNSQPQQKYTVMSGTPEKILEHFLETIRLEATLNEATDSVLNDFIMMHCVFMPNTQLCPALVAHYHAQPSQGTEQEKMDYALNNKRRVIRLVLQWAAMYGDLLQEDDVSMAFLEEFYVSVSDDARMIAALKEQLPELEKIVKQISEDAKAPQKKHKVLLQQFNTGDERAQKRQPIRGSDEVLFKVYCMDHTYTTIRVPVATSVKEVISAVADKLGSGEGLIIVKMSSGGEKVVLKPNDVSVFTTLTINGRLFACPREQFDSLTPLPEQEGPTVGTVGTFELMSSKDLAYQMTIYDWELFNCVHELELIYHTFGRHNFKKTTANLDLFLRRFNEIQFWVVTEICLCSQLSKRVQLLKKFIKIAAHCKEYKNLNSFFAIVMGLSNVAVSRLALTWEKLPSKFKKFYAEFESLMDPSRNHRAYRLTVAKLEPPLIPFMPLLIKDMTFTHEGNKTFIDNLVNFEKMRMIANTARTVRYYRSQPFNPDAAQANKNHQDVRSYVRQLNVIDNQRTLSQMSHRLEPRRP
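In this primary screen, activation is scored as increased exchange of BODIPY-GDP from Rap1B by 100 nM EPAC2, with 50 uM GDP as competitor. Signal is normalized to the 6.5 mM cAMP agonist control.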
HepG2 viability: HepG2 cytotoxicity, counter-screen for TGF-b inhibitors; HepG2 CAGA-GFP viability, ATP luminescence, 18 h; Potency, µM (series often up to 46.1 µM), without a hit: at the top dose activity change, negative = cytotoxicity, hits mostly cytotoxic; 410,000 compounds, 0.76% hits; AID 588856; also: potency is read from the fitted curve at half-maximal effect; some results filed as inactive show a strong effect at the top dose
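CellTiter-Glo luminescence gave cytotoxicity after 18 hours at 37 degrees C. The cells were HepG2 CAGA-GFP in 1% FBS DMEM, stimulated with 500 pg/mL TGF-beta after compound addition. %Activity was normalised to no-cell wells (complete cell-killing) and DMSO (no toxicity), and curves were fitted and classified.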
Nrf2 ARE act: activators of Nrf2 (ARE) signaling. AREc32 ARE-luciferase reporter (MCF7-derived line), luminescence, 24 h. Potency, µM (titrated, usually from 46.1 µM), inactives show at the highest dose activation, most hits filed as activators. 410,000 compounds, 0.31% hits. AID 624171; also: potency is read from the fitted curve at half-maximal effect; % of control where 0% means no effect; nearly all actives have a fitted effect of over 65% in size
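Steps: seed AREc32_Fluc cells (1000/well, 5% FBS OPTI-MEM); incubate overnight at 37 deg C; add 23 nL compound; incubate 24 hr; add Steady-Glo; hold 30 min RT; read luminescence.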
TGFb inhibitor: blocks TGF-b signaling | 410,000 compounds, 1.2% hits | Potency, µM (doses to about 46.1 µM), for the others: top-dose activity, negative = inhibition, most hits filed as inhibitors | HepG2 CAGA-GFP TGF-b/SMAD3 reporter, GFP fluorescence, 18 h; TGF-beta stimulated, 500 pg/mL final; also: potency is read from the fitted curve at half-maximal effect; % is scaled to controls: 0 for no effect and ±100 for the full control effect; nearly all actives have a fitted effect of over 65% in size
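GFP signal (ex488/em500-530) from TGF-beta-stimulated HEPG2 CAGA-GFP cells, 500 pg/mL final, 18 h at 37 degrees C in DMEM plus 1% FBS, normalized to unstimulated and DMSO-stimulated controls.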
Nrf2 inh: Nrf2 pathway inhibition; Potency, µM (top dose mostly 46 µM), without a hit: at the top dose activity change, negative = inhibition, actives largely listed as inhibitors; 360,000 compounds, 2.1% hits; A549 ARE-Fluc reporter, luciferase luminescence, 18-24 h; also: potency is read from the fitted curve at half-maximal effect; % is scaled to controls: 0 for no effect and ±100 for the full control effect; nearly all actives have a fitted effect of over 60% in size
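In this cell-based qHTS, ARE-driven firefly luciferase in A549 cells reports Nrf2 activity; the luminescent signal after BugLite lysis is the measured value, with a prior CellTiter-Fluor read for cell health.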
ATXN viability: cell viability loss in ATXN counter-screen. S2 cells (HEK-293 line with an ATXN2-luciferase reporter) viability, CellTiter-Fluor protease fluorescence, 24 h. Potency, µM (series often up to 56.7 µM), most hits filed as cytotoxic. 400,000 compounds, 0.49% hits; also: potency is read from the fitted curve at half-maximal effect; nearly all actives have a fitted effect of over 40% in size
IL-2 act: activates IL-2 in a cell-based reporter assay; IL-2 activation reporter assay, cell-based qHTS; stimulated with anti-CD3/CD4/CD28 beads; in transgenic mouse T cells; activation, % (series mostly up to about 46 µM); 360,000 compounds, 0.065% hits; in the data active = activation above about 50%; inconclusive = mostly about 30% to 49%; also: 0% is about no effect
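Screening format: compound pinned onto unstimulated transgenic mouse T cells, 60 min incubation, then anti-CD3/anti-CD4/anti-CD28 bead stimulation for 18 hours at 37 degrees C, followed by EGFP and DsRed detection.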
A549 tox: kills or reduces viability of A549 cells in Nrf2 counter-screen. 390,000 compounds, 0.16% hits. Potency, µM (top dose mostly 46 µM), without a hit: at the highest dose activity change, negative = cytotoxicity, usual class: inhibitors. AID 504648. A549 ARE-Fluc cells, CellTiter-Fluor viability, 18-24 h; also: potency is read from the fitted curve at half-maximal effect; % is scaled to controls: 0 for no effect and ±100 for the full control effect
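A549 ARE-Fluc cells in 5% FBS OPTI-MEM, 5000 cells/well, rested 2 h then exposed to compounds in concentration-response for 18-24 h at 37 °C. Viability by CellTiter-Fluor fluorescence (Ex 405/Em 525) after 30 min; luciferase luminescence (BugLite, 15 min, RT) read afterwards.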
ATXN2 expr inh: ATXN2 expression inhibition; Potency, µM (doses to about 57 µM), inactives show at the highest dose activity change, negative = inhibition, hits mostly inhibitors; HEK-293 ATXN2-luciferase reporter, luminescence, 24 h; 360,000 compounds, 0.72% hits; also: potency is read from the fitted curve at half-maximal effect; % is scaled to controls: 0 for no effect and ±100 for the full control effect; nearly all actives have a fitted effect of over 55% in size
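qHTS (up to 57 uM final) was run with 24 h compound exposure of reporter cells at 37 °C. Each well was multiplexed: SteadyGlo luminescence measured ATXN2-luciferase expression after a fluorogenic Gly-Phe-AFC viability readout (25 uM final).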
Active calls of the source: *; i = inactive; ? = inconclusive; nt = not tested or not shown; [ ] = remark or other dose. Unless noted, calls follow the shape of the dose curve; as a rule, active = well fitted curve in the direction sought with a large enough effect; inconclusive = small, poorly fitted or top-dose-only effect, or another doubt; inactive = no such curve, though single readings can be large; an effect the other way counts as inactive or inconclusive. The order is random, and some 4.3% of all compounds hit somewhere here.

SMILES	EPAC2 ag	HepG2 viability	Nrf2 ARE act	TGFb inhibitor	Nrf2 inh	ATXN viability	IL-2 act	A549 tox	ATXN2 expr inh
O=C(Nc1cccnc1Cl)C1c2ccccc2Oc2ccccc21	-3%	-9%	-0.7%	8%	-23%	i	-0.4	-1%	-12%
CN(C)C(=O)CSc1n[nH]c(=O)[nH]c1=O	17%	5%	-0.1%	3%	3%	i	-1.4	-6%	-21%
COc1ccc(NC(=O)c2cc(C3CCCCN3C(=O)OCC(C)C)on2)c(C)c1 (stereo not drawn)	16%	-40%	0.4%[9.22 µM]	0%	nt	i	-0.4	nt	-18%
CCCOC(=O)C1C2C=CC3(CN(c4cccc(Cl)c4)C(=O)C13)O2 (stereo not drawn)	5%	-4%	-0.5%	2%	1%	?	-0.5	0%	5%
CCOC(=O)c1c(N)nn(C(=O)CC)c1-c1ccccc1	-2%	15%	-0.2%	0%	0%	i	-2.7	0%	1%
Cc1cc(C)cc(Cn2c(C)c(C(=O)N(C)Cc3ccc(F)cc3)sc2=O)c1	5%	-29%	1.1%	?	nt	i	0.4	nt	-18%
COc1ccc(OCC(=O)NC(=S)N2CCCc3ccccc32)cc1	-7%	1%	4.0%	4%	14%	i	-0.1	17%	12%
O=C(NCC(=O)N(Cc1cccs1)C(C(=O)NC1CCCCC1)c1cccnc1)c1ccco1 (stereo not drawn)	0%	-5%	0.4%	?	26%	i	-1.9	6%	-5%
COc1cc(/C=C/C(=O)OCC(=O)NCc2cccs2)ccc1OCC#N	1%	24%	-0.5%	-1%	3%	i	0.0	0%	-4%
CCCCN(CCCC)C(=O)c1sc2nc(N3CCOCC3)c3c(c2c1N)CCCC3	10%	10%	-1.1%	-4%	-5%	i	-0.6	?	-31%
Cc1nn(C)c(C)c1CNC(=O)c1cnn2c1NC(c1ccccc1)CC2C(F)(F)F (stereo not drawn)	1%	-17%	-0.1%	-24%	1%	i	-0.9	-4%	4%
Cc1ccc(CNC(=O)c2ccc3c(=O)[nH]c4c(C(=O)NCC5CCCO5)sc(=S)n4c3c2)cc1 (stereo not drawn)	8%	4%	-0.2%	-7%	14%	i	6.2	1%	1%
CC(/C=N/NC(=O)CSc1n[nH]c(=O)[nH]c1=O)=C\c1ccccc1	-8%	15%	0.3%	0%	-12%	i	0.5	-3%	9%
O=C(CN1CSCC1=O)N1CCN(S(=O)(=O)c2ccc(Cl)cc2)CC1	-4%	20%	-0.3%	1%	5%	i	0.7	0%	8%
CS(=O)(=O)N(CC(=O)N1CCCCCC1)c1ccc(Br)cc1	2%	-5%	-0.2%	-8%	-6%	i	1.1	14%	3%
CCCc1cc(=O)oc2cc(C)c3c(-c4ccccc4)c(C)oc3c12	nt	-5%	-0.5%	-4%	14%	i	nt	?	9%
COc1ccc(OC)c(CCNC(=O)c2c(C)nn(-c3ccc(F)cc3)c2-n2cccc2)c1	nt	-2%	-0.5%	?	?	?	nt	-14%	-38%
O=C(Cc1ccccc1)NN1C(=O)C2C3C=CC([C@@H]2C1=O)C31CC1 (stereo partly drawn)	7%	4%	0.3%	11%	0%	i	-5.7	2%	8%
Cc1cc(C(F)(F)F)nc(-n2cc(-c3ccccc3)nn2)n1	-4%	3%	-0.6%	-2%	19%	i	-2.5	0%	1%
CCCCc1nn2c(=O)cc(COC(=O)c3cccc(OC)c3)nc2s1	nt	-10%	0.0%	-9%	-2%	i	nt	5%	10%
CCOC(=O)N1CCN(C(=O)c2cnc(Nc3ccccc3OC)c3ccccc23)CC1	6%	-10%	1.9%	-12%	-17%	i	-2.2	-13%	6%
CCCN1CCN(CCCNC(=O)c2ccccc2NC(=O)C2=C(C)OCCS2)CC1	10%	3%	0.1%	?	-8%	i	-2.2	4%	1%
CCOC(=O)c1sc(N2C(=O)c3oc4ccc(F)cc4c(=O)c3C2c2ccc(O)cc2)nc1C (stereo not drawn)	nt	2%	0.4%	-13%	5%	i	nt	-1%	0%
CC1=NN(c2ccc(C(=O)O)cc2)C(=O)/C1=C\c1ccc(OC(=O)c2cccs2)cc1	-5%	4%	1.7%	-12%	0%	i	2.7	-4%	-19%
O=C(Cc1ccccc1)NCc1cccnc1	-2%	5%	-0.6%	0%	23%	i	1.0	13%	-6%

Ordered by value in Nrf2 inh (high to low): some entries from above
structure | Nrf2 inh
Cc1nn(C)c(C)c1CNC(=O)c1cnn2c1NC(c1ccccc1)CC2C(F)(F)F (stereo not drawn) | 1%
CCCN1CCN(CCCNC(=O)c2ccccc2NC(=O)C2=C(C)OCCS2)CC1 | -8%
O=C(Nc1cccnc1Cl)C1c2ccccc2Oc2ccccc21 | -23%

A portion from further up:
SMILES	EPAC2 ag	HepG2 viability	Nrf2 ARE act	TGFb inhibitor	Nrf2 inh	ATXN viability	IL-2 act	A549 tox	ATXN2 expr inh
COc1cc(/C=C/C(=O)OCC(=O)NCc2cccs2)ccc1OCC#N	1%	24%	-0.5%	-1%	3%	i	0.0	0%	-4%
CCCCN(CCCC)C(=O)c1sc2nc(N3CCOCC3)c3c(c2c1N)CCCC3	10%	10%	-1.1%	-4%	-5%	i	-0.6	?	-31%

More compounds follow.
SMILES	EPAC2 ag	HepG2 viability	Nrf2 ARE act	TGFb inhibitor	Nrf2 inh	ATXN viability	IL-2 act	A549 tox	ATXN2 expr inh
Cc1ccccc1NC(=O)C1c2cccc[n+]2CC(=O)N1Cc1ccc2c(c1)OCO2 (stereo not drawn)	4%	-9%	-0.2%	2%	-2%	i	0.0	9%	3%
CCOC(=O)c1c(C)[nH]c(C)c1S(=O)(=O)NCC1CCN(Cc2cccc(F)c2)CC1	10%	13%	-0.8%	18%	0%	i	0.3	-2%	nt
COc1cccc(N2CCN(C(C)C(=O)NC34CC5CC(CC(C5)C3)C4)CC2)c1 (stereo not drawn)	14%	-12%	-0.4%	-2%	?	i	1.4	-2%	0%
Nc1nc2ncccc2cc1C(=O)NCCc1cccs1	7%	nt	3.0%	nt	nt	i	-0.7	nt	17%
CCCCNC(=O)C1c2ccccc2C(=O)N(c2ccc(OC)cc2)C1c1ccc(OC)cc1 (stereo not drawn)	10%	-8%	-0.7%	-14%	4%	i	-1.2	?	-8%
COc1ccc(CNC(=O)c2cnn3c(C)c(Cc4c(F)cccc4Cl)c(C)nc23)cc1	nt	-20%	0.5%	-3%	nt	i	nt	?	-17%
COC(=O)c1ccc(COc2ccc(C)cc2[N+](=O)[O-])o1	6%	-1%	0.5%	5%	11%	i	-0.3	-10%	31%
C=CCNC(=O)C(=O)c1cccn1-c1ccsc1C(=O)OC	7%	2%	0.3%	-1%	5%	?	0.5	-1%	-8%
CCOC(=O)c1c(C)n(C)c2ccc(OC)c(NC(=O)CN3CCSCC3)c12	-2%	2%	-0.8%	-16%	1%	i	-3.0	-1%	-22%
COc1ccc(COc2ccc(S(=O)(=O)N3CCCC3)cc2C(N)=O)cc1F	11%	-19%	-0.4%	5%	-25%	i	-2.3	3%	-27%
COc1ccc(N(C(=O)c2ccco2)C(C(=O)NC2CCCCC2)c2cccs2)cc1OC (stereo not drawn)	-8%	1%	-0.1%	-3%	-10%	?	-0.7	-10%	1%
Cc1nnc(N/N=C/c2ccccn2)[nH]c1=O	6%	-26%	-0.4%	-8%	?	i	1.0	-14%	2µM*
CCOc1ccccc1NC(C)C(=O)Nc1cc(C(F)(F)F)ccc1N1CCOCC1 (stereo not drawn)	2%	-5%	7.1%	?	-19%	i	0.7	0%	-7%
O=C(OCC(=O)N1CCc2ccccc21)c1ccc[n+]([O-])c1	3%	10%	0.4%	0%	11%	i	1.3	1%	-13%
Cc1cc(C)n(CNc2nc(C(F)(F)F)cs2)n1	12%	-3%	-0.1%	-1%	9%	i	-0.1	-3%	2%
CCOC(=O)c1ccc(NC(=O)CC2Sc3ccc(C(F)(F)F)cc3NC2=O)cc1 (stereo not drawn)	nt	-12%	-1.5%	-19%	-18%	i	nt	2%	2%
CCCC(=O)OCC(=O)Nc1ccc([N+](=O)[O-])cc1C#N	-4%	7%	-0.7%	3%	1%	i	-2.4	-1%	-10%
CC(C)c1ccc(C2c3c(-c4ccccc4O)n[nH]c3C(=O)N2Cc2ccncc2)cc1 (stereo not drawn)	nt	-54%	-1.5%	?	?	32µM*	nt	-19%	-8%
CCOc1ccc(S(=O)(=O)Nc2cccc(C(=O)NCCCN3CCOCC3)c2)cc1	8%	-1%	1.3%	-6%	-7%	i	-0.2	-1%	3%
O=C(Cc1ccccc1)Nc1cccnc1	6%	-1%	-0.9%	11%	-5%	i	-6.0	0%	nt
Cc1ccc(NC(=O)Cn2c(=O)n(CCC(=O)NC3CCN(Cc4ccccc4)CC3)c(=O)c3ccccc32)cc1	-5%	6%	0.3%	8%	12%	?	-0.5	2%	-1%
CC(N)=Nc1ccc([N+](=O)[O-])cc1	-8%	3%	-0.2%	4%	0%	i	0.5	-2%	-6%
CCOc1ccc(CNC(=O)C2CCN(C(=O)N3CC(CC)Oc4ccc(C)cc43)CC2)cc1OC (stereo not drawn)	nt	-3%	3.6%	?	-25%	nt	nt	-2%	nt
O=C(CSc1nccc(=O)[nH]1)Nc1ccc(F)c([N+](=O)[O-])c1	4%	-6%	2.8%	0%	6%	i	-1.1	-1%	-1%
C/C(=N\NC(=O)C1(C)CC1(Br)Br)c1ccc([N+](=O)[O-])cc1 (stereo not drawn)	-1%	-22%	4.8%	-14%	-2%	i	1.6	-3%	-24%
COc1ccc(C(=O)C2CCCN(Cc3ccc(C#CCCO)cc3)C2)cc1F (stereo not drawn)	-5%	7%	4.7%	?	-2%	i	0.6	-16%	-21%

High-throughput results from PubChem.
